Source: PubChem BioAssay
BH1578 lux ind – inducers of Vibrio cholerae quorum light production without autoinducers, primary screen, BH1578 luxS cqsA deficient, single point; 350,000 tested, 0.16% active; activation, % at 18.7 µM; V. cholerae BH1578 lux reporter, luminescence, 6 h; AID 588436, 2011; in the data active = activation mostly above about 9.7%, no sharp cut-off; note: not every result past the cut was called active; inactives centre near 0; reference of the scale not given here
3CLpro inhibitor – SARS-CoV 3CLpro protease inhibitors, primary screen, biochemical, quenched FRET; inhibition, % at 6 µM; Replicase polyprotein 1ab (Severe acute respiratory syndrome coronavirus), P0C6X7; 290,000 tested, 0.14% active; recombinant SARS-CoV 3CLpro, quenched FRET peptide cleavage; in the data active = inhibition above about 12%
PrPC TRFRET – inhibitors of human cell surface prion protein PrPC, primary screen, cell-based, TR-FRET | AID 720596, 2013 | 370,000 tested, 0.43% active | TR-FRET read-out | inhibition, % at 13.8 µM | Major prion protein (Homo sapiens), P04156; in the data active = inhibition above about 24%; note: 0% = median of the test wells and 100% = reference compound wells
SSB-PriA inh – inhibitors of Klebsiella pneumoniae PriA binding to SSB C-terminal tail, primary screen, biochemical, AlphaScreen; PriA–SSB C-terminal tail interaction (Klebsiella pneumoniae); 430,000 tested, 0.6% active; AlphaScreen SSBct-PriA binding, biotinylated peptide; inhibition, % at 33 µM; in the data active = inhibition mostly above about 37%, no sharp cut-off; inactive = mostly below about 20%;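 note: plate controls were negative control peptide for no effect and reference peptide for full effect; strong numbers were not always called active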
TcdB GH inh – TcdB glycohydrolase inhibitors, primary screen, biochemical, single point, plate reader; Toxin B (Clostridioides difficile), P18177; TcdB glycohydrolase enzymatic assay; inhibition, % at 9.99 µM; 350,000 tested, 0.24% active; AID 652162, 2013; in the data active = inhibition above about 10%
Target sequence (P18177 whole entry, looked up): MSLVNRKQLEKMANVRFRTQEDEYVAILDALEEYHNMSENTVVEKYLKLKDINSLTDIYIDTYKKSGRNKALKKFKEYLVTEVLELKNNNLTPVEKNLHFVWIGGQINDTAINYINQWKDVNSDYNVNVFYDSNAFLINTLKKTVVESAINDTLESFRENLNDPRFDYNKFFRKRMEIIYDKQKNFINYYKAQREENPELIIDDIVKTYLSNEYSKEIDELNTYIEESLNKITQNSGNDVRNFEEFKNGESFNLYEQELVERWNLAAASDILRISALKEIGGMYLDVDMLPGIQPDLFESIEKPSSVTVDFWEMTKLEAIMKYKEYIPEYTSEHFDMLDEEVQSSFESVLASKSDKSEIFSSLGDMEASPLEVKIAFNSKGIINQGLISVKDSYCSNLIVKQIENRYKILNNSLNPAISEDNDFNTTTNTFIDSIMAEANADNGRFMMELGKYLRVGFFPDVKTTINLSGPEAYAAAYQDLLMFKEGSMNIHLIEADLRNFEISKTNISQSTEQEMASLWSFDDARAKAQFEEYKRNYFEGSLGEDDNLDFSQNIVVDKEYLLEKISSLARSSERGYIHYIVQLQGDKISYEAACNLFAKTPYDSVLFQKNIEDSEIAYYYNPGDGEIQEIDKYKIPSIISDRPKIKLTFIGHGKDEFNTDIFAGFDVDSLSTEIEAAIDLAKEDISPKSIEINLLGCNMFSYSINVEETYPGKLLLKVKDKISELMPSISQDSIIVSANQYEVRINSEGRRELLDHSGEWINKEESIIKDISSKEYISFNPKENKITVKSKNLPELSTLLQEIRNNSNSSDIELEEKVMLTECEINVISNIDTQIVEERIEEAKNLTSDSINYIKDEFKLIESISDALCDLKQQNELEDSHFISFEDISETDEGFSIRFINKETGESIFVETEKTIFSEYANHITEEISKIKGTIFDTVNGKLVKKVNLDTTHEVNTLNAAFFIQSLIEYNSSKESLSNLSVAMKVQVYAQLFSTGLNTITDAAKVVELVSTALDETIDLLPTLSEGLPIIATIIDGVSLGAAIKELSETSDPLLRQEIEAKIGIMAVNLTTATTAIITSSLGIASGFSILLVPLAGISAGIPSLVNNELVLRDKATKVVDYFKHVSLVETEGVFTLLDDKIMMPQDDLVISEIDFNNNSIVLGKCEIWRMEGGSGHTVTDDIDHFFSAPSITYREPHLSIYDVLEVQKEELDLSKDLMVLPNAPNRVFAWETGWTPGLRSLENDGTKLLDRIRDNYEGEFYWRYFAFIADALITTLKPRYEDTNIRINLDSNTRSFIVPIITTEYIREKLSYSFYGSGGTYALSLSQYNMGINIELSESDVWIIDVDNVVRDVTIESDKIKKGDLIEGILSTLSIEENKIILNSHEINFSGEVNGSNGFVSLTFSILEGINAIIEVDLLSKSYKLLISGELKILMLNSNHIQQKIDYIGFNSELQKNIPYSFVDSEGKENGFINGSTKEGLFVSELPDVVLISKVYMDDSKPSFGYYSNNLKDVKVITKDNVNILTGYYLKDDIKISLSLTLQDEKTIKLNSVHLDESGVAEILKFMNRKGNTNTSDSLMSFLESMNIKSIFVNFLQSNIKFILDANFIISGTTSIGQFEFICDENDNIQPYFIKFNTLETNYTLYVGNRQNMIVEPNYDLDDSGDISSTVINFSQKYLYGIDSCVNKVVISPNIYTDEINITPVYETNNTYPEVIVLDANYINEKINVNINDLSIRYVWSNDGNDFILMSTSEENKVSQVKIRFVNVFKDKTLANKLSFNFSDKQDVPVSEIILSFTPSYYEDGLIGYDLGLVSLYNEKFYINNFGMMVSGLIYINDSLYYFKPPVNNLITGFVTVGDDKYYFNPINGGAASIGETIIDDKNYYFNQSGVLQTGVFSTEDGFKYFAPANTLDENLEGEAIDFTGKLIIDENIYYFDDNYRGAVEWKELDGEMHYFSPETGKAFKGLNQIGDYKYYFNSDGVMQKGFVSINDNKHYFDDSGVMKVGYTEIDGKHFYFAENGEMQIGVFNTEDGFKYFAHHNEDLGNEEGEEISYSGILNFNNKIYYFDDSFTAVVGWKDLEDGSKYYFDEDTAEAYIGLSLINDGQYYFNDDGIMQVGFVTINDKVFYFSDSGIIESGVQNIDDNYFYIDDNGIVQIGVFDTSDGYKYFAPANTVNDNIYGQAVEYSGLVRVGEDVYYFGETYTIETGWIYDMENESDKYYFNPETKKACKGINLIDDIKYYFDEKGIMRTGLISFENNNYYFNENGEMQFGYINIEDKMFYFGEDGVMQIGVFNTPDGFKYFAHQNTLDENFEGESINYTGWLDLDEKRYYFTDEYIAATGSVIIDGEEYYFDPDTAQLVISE
Anthrax LF inh2 – Bacillus anthracis LF protease inhibitors, primary screen, biochemical, multiplex microsphere, MLPCN library. Lethal factor (Bacillus anthracis), P15917. multiplex microsphere protease cleavage assay. 360,000 tested, 0.12% active. AID 588501, 2011. inhibition, % at 10 µM; note: plate controls were buffer without enzyme for full effect and enzyme alone for no effect
PfHsp40 yeast – rescue of yeast from PfHsp40 toxicity, primary screen, S. cerevisiae, ATP luminescence; S. cerevisiae expressing PfHsp40, growth rescue; AID 504582, 2011; 340,000 tested, 0.68% active; growth rescue, % at 12.5 µM; in the data active = growth rescue above about 28%, passing the limit was not always enough;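 note: yeast W303a lacking pdr1 and pdr3 grown in galactose medium; growth measured after three days at 30 °C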
BoNT-A LC inh2 – BoNT/A light chain protease inhibitors, primary screen, biochemical, flow cytometry, MLPCN library | Botulinum neurotoxin type A light chain protease (Clostridium botulinum A str. ATCC 3502) | multiplex microsphere protease substrate cleavage | inhibition, % at 10 µM | 360,000 tested, 0.17% active | AID 588499, 2011; note: plate controls were buffer without enzyme for full effect and enzyme alone for no effect
Y pestis TopoI – Yersinia pestis topoisomerase I inhibitors, primary screen, biochemical, cleavage product accumulation, plate reader, single point. Y. pestis Topo-I cleavage product accumulation. activity, % at 10 µM. DNA topoisomerase I (Yersinia pestis CO92). AID 504884, 2011. 360,000 tested, 0.064% active; in the data active = activity above about 50%, passing the limit was not always enough; note: inactives centre near 2
An asterisk follows results filed as active; i = inactive; . = no result given. Cut-off read from the data, not from the text of the source, unless noted: active = inhibition above about 30%; inconclusive = no clear call, values can overlap the other calls; inactive = below that. A portion of the library; rates above refer to the full screens.

SMILES | BH1578 lux ind | 3CLpro inhibitor | PrPC TRFRET | SSB-PriA inh | TcdB GH inh | Anthrax LF inh2 | PfHsp40 yeast | BoNT-A LC inh2 | Y pestis TopoI
COc1ccc(/C=C/C(=O)OCc2csc(-c3ccccc3)n2)cc1OC | -4.5 | 0 | 9 | -7 | 1.1 | 0 | -0.5 | 0.2 | -2
COc1ccccc1NC(=O)CSc1nc(O)c(Cc2ccccc2)c(=O)[nH]1 | i | 4 | 1 | 2 | 0.1 | -3 | -0.1 | -1.0 | -4
COc1ccc2nc(-c3ccccc3)[nH]c2c1 | -0.4 | 3 | -4 | 22 | . | 0 | 2.6 | -1.0 | 7
Cc1ccc(OCc2n[nH]c(=S)n2N)cc1C | -0.2 | 4 | 5 | -1 | 1.4 | -1 | 0.6 | -0.4 | 15
CC(CC(C#N)(c1ccccc1)c1ccccc1)N(C)C (stereo not drawn) | -0.3 | . | -8 | -8 | 0.6 | -9 | -1.3 | 0.9 | -7
CCc1ccc(CNC(=O)C2CCN(c3nnc(C)c4c(C)n(-c5ccc(C)cc5)nc34)CC2)cc1 | -0.2 | 5 | . | 10 | . | . | 0.4 | . | 18
COC(=O)C(/C=N/OCc1ccc([N+](=O)[O-])cc1)NC(=O)c1cccc(Cl)c1 (stereo not drawn) | i | -4 | 2 | . | . | -3 | 3.5 | -0.1 | -5
Cc1cc(C(=O)N/N=C/c2ccc([N+](=O)[O-])o2)c(C)o1 | -0.3 | 3 | -20 | i | -2.2 | -1 | 1.3 | -0.4 | -1
COc1ccc(/C=C/C(=O)NC(=S)N2CCN(C)CC2)cc1 | i | -2 | 4 | -14 | -0.1 | -1 | -1.1 | 0.5 | 2
C=CCNC(=O)N1CCC(c2nc3ccccc3s2)CC1 | -0.6 | -1 | 0 | -3 | -0.6 | 1 | 0.7 | 1.6 | 11
CCCN(CC(=O)Nc1ccccc1OC)C(=O)c1ccc(S(=O)(=O)Nc2ccccc2OC)cc1 | i | . | 2 | -4 | -0.4 | -10 | -1.5 | 0.5 | 3
O=C(CNC(=O)CNC(=O)c1ccc(Cl)cc1Cl)NCc1cccc(Cl)c1 | -10 | -8 | -3 | -2 | 0.4 | 4 | -1.3 | 0.2 | 7

The last two compounds of the section above come first, to join the parts:
SMILES | BH1578 lux ind | 3CLpro inhibitor | PrPC TRFRET | SSB-PriA inh | TcdB GH inh | Anthrax LF inh2 | PfHsp40 yeast | BoNT-A LC inh2 | Y pestis TopoI
CCCN(CC(=O)Nc1ccccc1OC)C(=O)c1ccc(S(=O)(=O)Nc2ccccc2OC)cc1 | i | . | 2 | -4 | -0.4 | -10 | -1.5 | 0.5 | 3
O=C(CNC(=O)CNC(=O)c1ccc(Cl)cc1Cl)NCc1cccc(Cl)c1 | -10 | -8 | -3 | -2 | 0.4 | 4 | -1.3 | 0.2 | 7
CCOC(=O)Cc1csc(NC(=O)/C=C\c2ccccc2)n1 | -0.3 | 3 | -2 | -3 | 0.8 | 0 | 0.0 | 0.4 | -7
CCCCCCn1c(CN2CCN(CCO)CC2)nc2c1c(=O)n(C)c(=O)n2C | -0.3 | 2 | -4 | 2 | 3.6 | -4 | 0.6 | -2.4 | -3
CCOC(=O)N1CCN(C(=O)COC(=O)c2ccccc2NCCO)CC1 | 7.1 | . | -5 | 1 | 0.7 | -6 | -0.7 | -0.1 | -1
O=C(NC1CC1)C1C2C3C4CC5C3C5C4C12 (stereo not drawn) | i | -3 | -2 | 1 | . | 4 | -1.1 | 0.9 | 3
O=C(CCC(=O)Nc1ccc(Cl)cc1Cl)N/N=C/c1ccc([N+](=O)[O-])o1 | 0.0 | 3 | -20 | . | 1.2 | -2 | . | -1.3 | 4
Cc1cccc(C)c1NC(=O)CN1CCN(C(=O)CNC(=O)Cc2cccc3ccccc23)CC1 | -3.7 | . | -1 | . | 0.3 | -1 | . | -0.4 | 23
O=C(COC(=O)c1ccccc1[N+](=O)[O-])NNC(=O)c1cccs1 | i | -4 | 5 | 4 | 1.6 | -5 | -0.6 | -4.2 | 3
CC(C)C(=O)Nc1nnc(S(=O)(=O)N2CCc3ccccc32)s1 | -0.2 | 2 | -1 | -21 | -0.5 | 0 | -1.7 | 0.2 | 9
O=C1NC(=O)c2cc(Br)cc3cccc1c23 | -0.5 | -2 | -6 | -9 | -2.0 | 0 | -0.6 | -1.1 | 8
CCOC(=O)c1c(C)[nH]c(C(=O)CN(C)CC(=O)Nc2ccccc2Cl)c1C | -0.4 | . | -2 | -11 | 1.3 | -6 | -0.8 | 0.4 | 18
O=C(O)c1cc(=O)[nH]c2ccccc12 | -0.8 | . | -3 | 0 | -0.3 | 1 | -1.0 | 0.1 | -4
Cc1cccc(C(CC(=O)O)NC(=O)C(F)(F)F)c1 (stereo not drawn) | -0.4 | 2 | 0 | -19 | 0.3 | -5 | . | -0.6 | -9
COC(=O)c1c(NC(=O)C2CC2)sc2c1CCN(C(C)=O)C2 | -0.3 | 1 | 8 | -18 | -0.1 | 1 | -0.3 | 0.5 | -3
CC(=O)N(c1nc(CCl)cs1)c1cccc(C)c1C | -0.9 | 1 | -11 | -1 | 4.4 | -1 | -0.8 | -0.6 | 1
O=C(c1cccc(Cl)c1)C1CCCN(C(=O)c2ccc3c(c2)OCO3)C1 (stereo not drawn) | -0.2 | -1 | 2 | -3 | 1.6 | -2 | 1.2 | -2.5 | 21
O=C(COC(=O)COc1cc(Cl)c(Cl)cc1Cl)NC1CC1 | -3.8 | . | -5 | -8 | 1.5 | 1 | -1.1 | -0.9 | 14
CCN(CC(=O)NCc1ccc(F)cc1)C(=O)c1ccc2c(c1)OCO2 | i | . | 6 | -7 | 0.5 | 1 | 0.2 | 4.3 | 9
N#CC1(C#N)COC23CCCCC2C1(C#N)C(=N)O3 (stereo not drawn) | -0.3 | -3 | -2 | -23 | . | -13 | -0.8 | -0.3 | 3
COC(=O)c1cc(OCC(=O)Nc2ccc3c(c2)CCC3)cc(C(=O)OC)c1 | 3.3 | . | -4 | -7 | -0.1 | 2 | 3.2 | 7.0 | 0
Cc1ccc(S(=O)(=O)Nc2ccc(C(=O)NCCCN3CCOCC3)cc2)cc1[N+](=O)[O-] | -2.6 | . | -12 | -8 | 0.3 | -1 | -0.9 | -3.4 | -8
CCOC1=NN(c2ncc(C(F)(F)F)cc2Cl)C(=O)C1 | i | 3 | -3 | -6 | 0.3 | 7 | 0.0 | -0.8 | 7
Cc1ccccc1Nc1nc(N)nc(CSc2n[nH]c(N)n2)n1 | 2.3 | 5 | 2 | 4 | 0.9 | -11 | 4.1 | -0.2 | 9
Cc1cc(C)c(C=NNc2nc3c([nH]2)c(=O)n(C)c(=O)n3C)c(C)c1 | -3.2 | . | -3 | 4 | 0.3 | -5 | 1.0 | -0.9 | 4
Cc1ccc(C)c(/C(O)=C2\C(=O)C(=O)N(CCCN3CCOCC3)C2c2cccnc2)c1 (stereo not drawn) | i | -1 | -3 | . | . | -2 | 0.1 | -0.3 | -2
O=c1[nH]c2ccc(NS(=O)(=O)c3ccc(F)c(Cl)c3)cc2[nH]1 | -0.3 | -3 | 1 | 4 | 0.5 | 0 | 0.9 | -0.3 | -6
CCCCn1c(N)c(NCc2ccccc2)c(=O)[nH]c1=O | 0.1 | -7 | 9 | -7 | 0.5 | -6 | 0.7 | -0.4 | 4
O=S(=O)(c1ccc2c(c1)nc(COc1ccc(Cl)cc1)n2CC1CCCO1)N1CCOCC1 (stereo not drawn) | -6.7 | 1 | -2 | 12 | . | 6 | -1.8 | 1.3 | 43
O=C(COC(=O)CCCN1C(=O)c2cccc3cccc(c23)C1=O)NC1CCS(=O)(=O)C1 (stereo not drawn) | i | . | -19 | -4 | 2.0 | -6 | -1.3 | -2.0 | 6
N#C/C(=C\c1ccc(OCC(N)=O)cc1)c1ccccc1 | -0.2 | -2 | -2 | -10 | -0.1 | -3 | -0.5 | 0.3 | 10
COc1ccc([C@H]2CC(=O)C[C@@H](CCn3cc(-c4ccccn4)nn3)O2)cc1 | . | . | -5 | . | 0.4 | -5 | . | 0.2 | .
O=C(NC1CCCC1)C(c1ccncc1)N(Cc1ccccc1F)C(=O)c1csnn1 (stereo not drawn) | -0.4 | -1 | -2 | -8 | 0.2 | 4 | -0.4 | 0.4 | -2
Cc1cc(N2CCCC2)c(F)cc1/C=C\[N+](=O)[O-] | 1.6 | 0 | 2 | -4 | 0.5 | 35* | -0.6 | 62* | -4
COc1ccc(OC)c(S(=O)(=O)N2CCCC(C(=O)NC3CC3)C2)c1 (stereo not drawn) | i | . | 2 | -1 | 0.5 | 1 | 0.9 | 0.1 | 13
Cc1cccc(NC(=O)c2nc[nH]c2C(=O)NCCCCCNC(=O)OC(C)(C)C)c1 | i | . | 3 | 1 | 1.7 | 0 | 0.3 | -0.1 | 3
COc1ccc(NC(=O)COC(=O)C(CC(C)C)N2C(=O)C3CC=CCC3C2=O)cc1Cl (stereo not drawn) | -0.6 | 7 | 1 | -8 | -9.1 | 0 | 0.2 | -0.2 | 3
COCCNC(=O)/C(C#N)=C/c1c(N2CCN(c3ccccc3)CC2)nc2c(C)cccn2c1=O | i | 2 | -4 | 6 | 1.5 | 3 | -0.2 | -3.3 | -1
O=C1CC(C(=O)Nc2ccc(C(=O)O)cc2)C(c2ccccc2)O1 (stereo not drawn) | i | 0 | -2 | -8 | . | 3 | 1.7 | 0.9 | 4
CCCS(=O)(=O)c1csc(C(=O)OC)c1N | -0.6 | 5 | 6 | 1 | -0.1 | . | . | . | -3
Cc1cc(NC(=O)COc2c(C)cccc2C)no1 | i | -1 | 1 | 0 | 1.1 | -2 | 0.3 | -0.7 | -8
Cc1oc2c(c1C(=O)NCCO)CCCC2 | . | 4 | 2 | 8 | . | -3 | 0.2 | 0.5 | 3
Nc1nnc(CC(=O)NCc2ccccc2)s1 | 1.9 | 1 | 1 | -13 | . | 2 | -0.5 | 0.3 | 3

Of the compounds above, these contain an NH in an aromatic ring:
SMILES | BH1578 lux ind | 3CLpro inhibitor | PrPC TRFRET | SSB-PriA inh | TcdB GH inh | Anthrax LF inh2 | PfHsp40 yeast | BoNT-A LC inh2 | Y pestis TopoI
COc1ccccc1NC(=O)CSc1nc(O)c(Cc2ccccc2)c(=O)[nH]1 | i | 4 | 1 | 2 | 0.1 | -3 | -0.1 | -1.0 | -4
COc1ccc2nc(-c3ccccc3)[nH]c2c1 | -0.4 | 3 | -4 | 22 | . | 0 | 2.6 | -1.0 | 7
Cc1ccc(OCc2n[nH]c(=S)n2N)cc1C | -0.2 | 4 | 5 | -1 | 1.4 | -1 | 0.6 | -0.4 | 15
CCOC(=O)c1c(C)[nH]c(C(=O)CN(C)CC(=O)Nc2ccccc2Cl)c1C | -0.4 | . | -2 | -11 | 1.3 | -6 | -0.8 | 0.4 | 18
O=C(O)c1cc(=O)[nH]c2ccccc12 | -0.8 | . | -3 | 0 | -0.3 | 1 | -1.0 | 0.1 | -4
Cc1ccccc1Nc1nc(N)nc(CSc2n[nH]c(N)n2)n1 | 2.3 | 5 | 2 | 4 | 0.9 | -11 | 4.1 | -0.2 | 9
Cc1cc(C)c(C=NNc2nc3c([nH]2)c(=O)n(C)c(=O)n3C)c(C)c1 | -3.2 | . | -3 | 4 | 0.3 | -5 | 1.0 | -0.9 | 4
O=c1[nH]c2ccc(NS(=O)(=O)c3ccc(F)c(Cl)c3)cc2[nH]1 | -0.3 | -3 | 1 | 4 | 0.5 | 0 | 0.9 | -0.3 | -6
CCCCn1c(N)c(NCc2ccccc2)c(=O)[nH]c1=O | 0.1 | -7 | 9 | -7 | 0.5 | -6 | 0.7 | -0.4 | 4
Cc1cccc(NC(=O)c2nc[nH]c2C(=O)NCCCCCNC(=O)OC(C)(C)C)c1 | i | . | 3 | 1 | 1.7 | 0 | 0.3 | -0.1 | 3
